# LmPK inh: qHTS Assay for Inhibitors of Leishmania Mexicana Pyruvate Kinase (LmPK); Q27686; purified LmPK, Kinase-Glo ATP luminescence, 1 h; Potency, µM (titrated, usually from 57.5 µM), for the others: at the top dose activity change, negative = inhibition, actives largely listed as inhibitors; hit rate 0.37% among 290,000; AID 1721, 2009; note: potency is the fitted concentration of half-maximal effect
# Target sequence (Q27686 whole entry, looked up): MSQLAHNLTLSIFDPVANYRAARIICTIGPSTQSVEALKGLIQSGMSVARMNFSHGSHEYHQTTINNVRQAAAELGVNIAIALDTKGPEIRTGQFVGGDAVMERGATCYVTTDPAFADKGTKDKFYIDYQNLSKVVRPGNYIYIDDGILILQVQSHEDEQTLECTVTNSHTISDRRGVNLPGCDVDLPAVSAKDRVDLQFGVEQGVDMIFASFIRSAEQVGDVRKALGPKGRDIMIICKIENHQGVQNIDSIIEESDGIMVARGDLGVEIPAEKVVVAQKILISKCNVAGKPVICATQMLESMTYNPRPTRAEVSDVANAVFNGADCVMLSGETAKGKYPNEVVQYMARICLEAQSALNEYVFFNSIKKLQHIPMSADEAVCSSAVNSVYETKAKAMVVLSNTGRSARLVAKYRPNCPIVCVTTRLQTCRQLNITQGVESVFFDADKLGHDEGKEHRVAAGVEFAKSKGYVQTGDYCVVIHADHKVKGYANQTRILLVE
#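 qHTS format; LmPK 0.1 nM; substrates PEP 0.5 mM and ADP 0.1 mM. One-hour room-temperature incubation, then coupled luciferase luminescence; 0.5 nM enzyme wells mark activation.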
# Sm TGR inh: qHTS Assay for the Inhibitors of Schistosoma Mansoni Peroxiredoxins | Schistosoma mansoni thioredoxin glutathione reductase (TGR), Q962Y6 | purified TGR, DTNB reduction, TNB absorbance 405 nm | Potency, µM (highest dose often 114 µM), inactives show at the highest dose activity change, negative = inhibition, usual class: inhibitors | hit rate 3% among 360,000; note: potency is the fitted concentration of half-maximal effect; nearly all actives have a fitted effect of over 60% in size
#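 TGR 20 nM + NADPH 100 uM (dispensed conc.), cpd preinc 15 min RT; start with NADPH (500 uM addition) then DTNB (15 mM addition). Kinetic TNB absorbance, 405 nm filter. Four-parameter Hill fit across titration.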
# AmpC inh detg: qHTS Inhibitors of AmpC Beta-Lactamase (assay with detergent). P00811. AmpC hydrolysis of nitrocefin, absorbance 480 nm, 0.01% Triton. Potency, µM (top dose mostly 114 µM), without a hit: top-dose activity change, negative = inhibition, hits mostly inhibitors. hit rate 0.041% among 370,000. AID 485294, 2010;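 note: potency is the fitted concentration of half-maximal effect; 0% = no-compound wells and -100% = no-enzyme wells; nearly all actives have a fitted effect of over 25% in size; some results filed as inactive show a strong effect at the top dose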
# Target sequence (P00811 whole entry, looked up): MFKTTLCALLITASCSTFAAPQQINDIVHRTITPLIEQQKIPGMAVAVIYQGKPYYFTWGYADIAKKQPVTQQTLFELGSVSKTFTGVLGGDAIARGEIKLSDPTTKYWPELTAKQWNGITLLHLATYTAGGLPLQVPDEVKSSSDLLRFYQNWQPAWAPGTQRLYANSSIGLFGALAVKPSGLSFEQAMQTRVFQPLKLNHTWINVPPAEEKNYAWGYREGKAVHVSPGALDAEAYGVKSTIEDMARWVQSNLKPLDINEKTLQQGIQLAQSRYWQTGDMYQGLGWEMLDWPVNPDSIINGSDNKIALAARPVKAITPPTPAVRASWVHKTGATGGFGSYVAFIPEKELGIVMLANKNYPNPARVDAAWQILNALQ
#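 20 mM phosphate pH 7.0 + 0.01% (detergent screen) or 0.0001% Triton X-100; 5.3 nM AmpC reagent; cpd preinc 15 min RT; nitrocefin (800 uM stock) to start; A480 q20 s × 4 min; Activity was normalised to no-enzyme and no-compound control wells.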
# AmpC inh no detg: qHTS Inhibitors of AmpC Beta-Lactamase (assay without detergent) | P00811 | AmpC nitrocefin hydrolysis, absorbance 480 nm, 0.0001% Triton | Potency, µM (titrated, usually from 57.1 µM), inactives show top-dose activity change, negative = inhibition, usual class: inhibitors | hit rate 0.52% among 330,000 | AID 485341, 2010;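 note: potency is the fitted concentration of half-maximal effect; plate controls were no compound for no effect and no enzyme for full effect; nearly all actives have a fitted effect of over 20% in size; some results filed as inactive show a strong effect at the top dose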
#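 AmpC (5.3 nM in the dispensed reagent) in 20 mM phosphate pH 7.0 with 0.01% (detergent screen) or 0.0001% Triton X-100 was preincubated with compounds for 15 min at room temperature. Nitrocefin was then added from an 800 uM solution, and hydrolysis was followed at 480 nm.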
# AMA1 RON2 block: qHTS for Inhibitors of AMA1-RON; Towards Development of Antimalarial Drug Lead: Primary Screen; Plasmodium falciparum AMA1 (3D7) - RON2 peptide interaction; AlphaScreen AMA1-biotinylated RON2 peptide binding; Potency, µM (highest dose often 58.2 µM), for inactives: top-dose activity change, negative = inhibition, usual class: inhibitors; hit rate 0.2% among 360,000;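 note: potency is the fitted concentration of half-maximal effect; 0% = vehicle wells and -100% = peptide control; nearly all actives have a fitted effect of over 45% in size; some results filed as inactive show a strong effect at the top dose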
#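 AMA1 (3D7) with his tag at 25 nM final met compounds first, then biotinylated RON2 peptide at 25 nM; detection used donor plus acceptor beads, 10 µg/mL apiece, read by AlphaScreen after 30 min at room temperature.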
# Tb PYK inh: qHTS of Trypanosoma Brucei Inhibitors; TbPYK enzyme, Kinase-Glo Plus ATP luminescence, 45 min; hit rate 0.12% among 410,000; AID 624173, 2012; Potency, µM (doses to about 76.8 µM), for the others: top-dose activity, negative = inhibition, actives largely listed as inhibitors; note: potency is the fitted concentration of half-maximal effect; nearly all actives have a fitted effect of over 50% in size
#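 Assay buffer: 50 mM TEA pH 7.2, 100 mM KCl, 10 mM MgCl2, 0.05% BSA, 0.01% Tween-20. Pyruvate kinase from T. brucei plus substrate met compound, then ADP (130 uM final). Luminescence was read post 45 min RT.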
# HCMV antiviral: qHTS Assay for inhibitors of the human cytomegalovirus (HCMV). HFF cells, HCMV-luciferase reporter, 72 h; active compounds read low. activity change, negative = inhibition, % at 57.5 µM. hit rate 4.5% among 410,000. AID 1259415, 2018; in the data active = activity change below about -60%; inconclusive = no clear call, values can overlap the other calls; inactive = above about -39%
#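 Steps: HFFs plated, 16 h 37C; compounds added; HCMV-luciferase added to MOI 1 PFU/cell; 72 h 37C; OneGlo reagent, 5 min room temperature; luminescence read, normalized to controls.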
# Numbers without * were called inactive; ? = inconclusive; . = not tested or not shown; [ ] = dose if it differs, or a comment. Unless noted, calls come from the whole dose curve; as a rule, active = well fitted curve in the direction sought with a large enough effect; inconclusive = small, poorly fitted or top-dose-only effect, or another doubt; inactive = no such curve, though single readings can be large; an effect the other way counts as inactive or inconclusive. Unless noted, % is set by controls: 0 for no effect and ±100 for the full control effect.
SMILES,LmPK inh,Sm TGR inh,AmpC inh detg,AmpC inh no detg,AMA1 RON2 block,Tb PYK inh,HCMV antiviral
O=C(c1ccccc1[N+](=O)[O-])N1CCC2(CC1)OCCO2,1%,-6%,?,-12%,1%,2%,20
O=C(CSc1nnc(CNC(=O)c2cccs2)o1)NC1CCCC1,-7%,-11%,-12%,-11%,29%,0%,-6
Cc1ccc(C(NC(=O)C(C)C)c2cc([N+](=O)[O-])c3cccnc3c2O)cc1 (stereo unspecified),-2%,-14%,-6%,-40%,24%[2.32 µM],-3%,-13
Cc1ccc(NC(=O)Cn2c(=O)oc3cc(S(=O)(=O)N4CCC(C)CC4)ccc32)cc1C,5%,0%,-7%,-36%,-1%,-3%,-69*
COc1ccc(CN2CCNC(=O)C2CC(=O)N(C)Cc2cc(C)no2)cc1OC (stereo unspecified),-1%,?,2%,18%,12%,4%,-17
CC(=O)c1c(C)nc(-c2ccccc2)n1O,-1%,-9%,-7%,-1%,4%,?,160
O=S(=O)(Cc1ccccc1)NCCc1ccc(F)cc1,3%,0%,?,-13%,-8%,-2%,-8
CN(C)N=Nc1nc2c(c(=O)n(C)c(=O)n2C)n1C,0%,-1%,5%,-15%,4%,-2%,2
CCC1CCCCN1C(=O)CNCC1CCCO1 (stereo unspecified),-1%,-1%,6%,-10%,-17%,8%,-29
COc1ccc(S(=O)(=O)NCC2CCCN(C(=O)c3sccc3C)C2)cc1 (stereo unspecified),0%,-1%,-2%,14%,4%,0%,-22
COc1ccnc(Oc2ccccc2)c1C(=O)N/C=N/OCc1ccccc1,4%,7%,-1%,63%[activator],6%,2%,-17
CCN(C[C@H]1N[C@@](C)(C(=O)OC)[C@H]2C(=O)N(C)C(=O)[C@@H]12)S(=O)(=O)c1ccccc1,.,.,.,-13%,0%,4%,-6
CCOC(=O)C1(Cc2cccc(Cl)c2)CCCN(C(=O)CCC(=O)N(C)C)C1 (stereo unspecified),4%,8%,-2%,97%[activator],7%,-12%,-8
O=C(NC1CC1)C1=C[C@H](C2CCCCC2)C[C@H](OCc2ccc(CO)cc2)O1,2%,-5%,-5%,127%[activator],-11%,2%,8
Cc1ccc(NC(=O)CSc2nnc(-c3ccccc3Br)o2)cc1C,3%,7%[11.4 µM],0%,-28%,-4%,6%,134
COc1ccccc1N(CC(=O)NCc1ccccc1)C(=O)CCC(=O)Nc1cc(C)ccn1,2%,-2%,0%,-9%,-13%,-5%,1
Cc1cc(S(=O)(=O)Nc2ccc(C(=O)NCC3(N(C)C)CCCCC3)cc2)ccc1F,.,1%,-14%,-15%,-1%,3%,-11
Cc1ccc(/C=C/C(=O)O)cc1S(=O)(=O)NCc1cccnc1,-1%,22µM*,-10%,-11%,0%,-1%,0
CN(c1ccccc1)S(=O)(=O)c1cccc(Cl)c1Cl,1%,3%,-1%,-24%,13%,3%,?
Cc1cc(C)cc(NC(=O)CSc2nnc(-c3ccccc3C)o2)c1,0%,-16%,-11%,-31%,-6%,-3%,125
Cc1cc(/C=C2/C(=O)NC(=O)N(Cc3ccco3)C2=O)c(C)n1-c1ccc(C(=O)O)cc1,1%,.,6%,-16%,?,-8%,17
COC(=O)[C@H](CCSC)NC(=O)Nc1ccc(C)cc1C,-5%,-1%,-13%,-5%,0%,1%,-11
O=C(Nc1cccc(C(F)(F)F)c1)c1ccc2snnc2c1,.,?,16%,.,.,0%,-20
COc1ccc(C(=O)Cn2c(Cl)nc3c2c(=O)n(C)c(=O)n3C)cc1,1%,-13%,-5%,10%,0%,0%,?
COc1ccccc1CC(=O)NCc1csc(-c2cccs2)n1,-2%,0%,9%,-8%,7%,-11%,18
C=CC[C@H](CC(=O)NCCO)C(=O)N[C@@H](C)COC(=O)[C@H](CC=C)CC(=O)OC(C)(C)C,.,.,.,100%[activator],5%,1%,-22
CC(C)=C1C2C=CC1C(C(=O)Nc1cc(C)ccc1C)C2C(=O)O (stereo unspecified),3%,-1%,?,-4%,-5%,-2%,8
CCOC(=O)N1CCC(NC(=O)CCCN2C(=O)CSc3ncccc32)CC1,-5%,5%,0%,.,29%,-5%,-1
COc1ccc(OCCn2cc(/C=N/NC(=O)c3ccncc3)c3ccccc32)cc1,-2%,0%,-8%,90%[activator],0%,-8%,-20
O=C1c2ccccc2NC(c2ccccn2)N1NS(=O)(=O)c1ccccc1 (stereo unspecified),7%,12%,2%,-11%,16%,5%,-14
COc1cccc(Sc2ccccc2CN(C)C)c1,2%,?,-14%,1%,-7%,-17%,-10
CCN(C(=O)COC(=O)CCC(=O)c1ccccc1)c1c(N)n(Cc2ccccc2)c(=O)[nH]c1=O,.,-24%,-4%,24%,6%,-10%,0
CC1CCCN1c1ccnc2cc(Cl)ccc12 (stereo unspecified),.,.,.,.,-8%,0%,-39
Cc1cc(NC(=O)c2ccc(N(C)S(=O)(=O)c3ccccc3)cc2)no1,0%,-3%,1%,-9%,21%,0%,-32
CC(C)CC(c1nnnn1Cc1ccco1)N1CCN(c2cccc(Cl)c2)CC1 (stereo unspecified),10%,-28%,6%,-13%,-13%,-11%,-2
COc1ccccc1N1CCN(C(=O)C(Cc2ccccc2)NC(=O)C2CCCCC2)CC1 (stereo unspecified),0%,0%,6%,127%[activator],-7%,5%,-12
Cc1cc(C)c2c(c1)NP(=S)(c1ccccc1)N2 (stereo unspecified),.,.,.,.,-20%,-7%,45
CCOc1ccc(S(=O)(=O)c2c(C(=O)c3ccc(CC)cc3)cnc3ccc(C)cc23)cc1,.,-7%,2%,.,.,-4%,0
O=C(Cn1cc(C(F)(F)F)ccc1=O)N/N=C/c1ccc(Cl)cc1,-2%,-6%,?,-22%,37%[activator],3%,28
COc1cc(S(=O)(=O)N(Cc2ccccn2)Cc2ccco2)ccc1-n1cnnn1,3%,?,-6%,26%,-3%,-5%,-19

# Profiles, looked up by structure:
# Listed for Cc1ccc(NC(=O)CSc2nnc(-c3ccccc3Br)o2)cc1C = LmPK inh: 3%; Sm TGR inh: 7%[11.4 µM]; AmpC inh detg: 0%; AmpC inh no detg: -28%; AMA1 RON2 block: -4%; Tb PYK inh: 6%; HCMV antiviral: 134
# Listed for COc1ccccc1N(CC(=O)NCc1ccccc1)C(=O)CCC(=O)Nc1cc(C)ccn1 = LmPK inh: 2%; Sm TGR inh: -2%; AmpC inh detg: 0%; AmpC inh no detg: -9%; AMA1 RON2 block: -13%; Tb PYK inh: -5%; HCMV antiviral: 1

# Going on with the list.
SMILES,LmPK inh,Sm TGR inh,AmpC inh detg,AmpC inh no detg,AMA1 RON2 block,Tb PYK inh,HCMV antiviral
CC(=O)Nc1ccc(NC(=O)CSc2nccn2Cc2ccc3c(c2)OCO3)cc1,.,-19%,-8%,.,.,-1%,-9
Cc1cc(C)c2c(c1)/C(=C/C(=O)c1ccc(Br)s1)C(=O)N2,-3%,-10%,-13%,-32%,2%,1%,-103*
Cc1ccc(NC(=O)CCNS(=O)(=O)c2ccc3[nH]c(=O)oc3c2)c(Cl)c1,7%,6%,5%,-28%,-4%,1%,-13
O=C(CCc1nc2ccccc2c(=O)[nH]1)Nc1ccc(F)c([N+](=O)[O-])c1,5%,-3%,0%,-49%,-19%,-5%,-17
COc1ccc(OC)c(NC(=O)C(C)n2c(=O)c(-c3ccccc3NC(C)=O)nc3ccccc32)c1 (stereo unspecified),.,-5%,-2%,.,.,2%,-2
Fc1ccccc1CNc1ccc(Cl)cc1,-7%,8%,?,-31%,12%,2%,-27
C/C(=N\O)c1cc(Cl)ccc1O,-1%,2%,-2%,-13%,97%[activator],-6%,8
CCOC(=O)c1[nH]c(C)c(C(=O)OCc2c(C)noc2C)c1C,4%,6%,-1%,-12%,8%,-8%,37
Cc1cc(C)n2nc(C(=O)OC(C)C(=O)c3cc(C)c(C)cc3C)nc2n1 (stereo unspecified),.,-4%,-3%,12%,12%,5%,2
O=C(Nc1ccccc1)C1Cc2c(-c3ccc(Cl)cc3)ccnc2O1 (stereo unspecified),.,.,.,.,-3%,4%,2
CCOc1ccc2nc(N3CCCC(C(=O)NCC4CCCO4)C3)sc2c1 (stereo unspecified),-5%,-24%,-3%,85%[activator],3%,-1%,29
Cn1nccc1C(=O)Nc1cccc(S(=O)(=O)N2CCOCC2)c1,-6%,0%,4%,-14%,-6%,2%,-25
CNc1nc(-c2ccccn2)nnc1-c1ccccc1,-4%,-6%,-2%,5%,-11%,2%,-105*
O=[N+]([O-])c1cccnc1-n1cnc2ccccc21,-1%,-31%,-5%,-13%,1%,-1%,-16
O=C(c1cnc2ccc3ccccc3c2c1)c1cc(F)ccc1O,4%,7%,1%,-50%,-19%,-2%,0
O=C1CCCC2=C1C1(CCCCC1)N=C(Nc1nc3ccccc3o1)N2,3%,2%,1%,-19%,7%,-6%,103
CC1CCCC(NC(=O)CSc2cccc[n+]2[O-])C1C (stereo unspecified),.,.,.,-16%,-5%,10%,-15
COc1ccc(OC)c(NC(=O)Nc2nnc([C@@H]3O[C@H](CO)[C@@H](O)[C@H]3O)s2)c1,.,.,.,.,9%,2%,56
CC(=O)N1CCN(C(=O)c2ccc(NS(=O)(=O)c3ccc(Cl)c(Cl)c3)cc2)CC1,.,.,.,.,4%,-2%,-12
COc1ccccc1NC(=O)CSc1nc2ccccc2c(=O)n1C,1%,0%,9%,1%,-2%,-14%,?
O=C(O)CC/C(=C\c1ccccc1[N+](=O)[O-])c1nc2ccccc2s1,-1%,12%,1%,-19%,-2%,-5%,?
Cc1cc(C(=O)OCC(=O)NC2CCCC2)c2ccccc2n1,.,-9%,-8%,-22%,8%,-4%,-20
Cn1c(=O)n(CCN2CCOCC2)c(=O)c2c1nc1n2CCN1c1ccc(Oc2ccccc2)cc1,7%,-19%,?,-10%,-6%,0%,?

# Results in AmpC inh detg, LmPK inh and AMA1 RON2 block (3 entries from above):
canonical_smiles	AmpC inh detg	LmPK inh	AMA1 RON2 block
CNc1nc(-c2ccccn2)nnc1-c1ccccc1	-2%	-4%	-11%
O=[N+]([O-])c1cccnc1-n1cnc2ccccc21	-5%	-1%	1%
O=C(c1cnc2ccc3ccccc3c2c1)c1cc(F)ccc1O	1%	4%	-19%
